# aDG glyco act = increases alpha dystroglycan glycosylation | Pro5-aDG cells, alpha-DG glycosylation AlphaScreen (IIH6); 0% Pro5, 100% B10-LARGE cell signal | activation, % at 10 µM | actives 0.22% (n = 360,000);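 active means activation of at least 8% versus controls, or a plate z-score of at least 8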;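 further: Pro5 are CHO cells carrying HIG-tagged alpha-DG that lacks glycosylation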
# ABCB6 inh 2 = human ABCB6 transporter inhibition. K562-ABCB6 porphyrin accumulation, flow cytometry, 1 h; hits give low values. fluorescence ratio to DMSO, % at 10 µM. AID 602162. actives 0.19% (n = 360,000);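 active means fluorescence ratio to DMSO below 75%, the collection mean minus 3 SD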;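 further: signal is porphyrin accumulated inside mitochondria; 100% equals median channel fluorescence of DMSO control wells; lower ratio means ABCB6 inhibition with less porphyrin fluorescence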
# Target sequence (Q9NP58 whole entry, looked up): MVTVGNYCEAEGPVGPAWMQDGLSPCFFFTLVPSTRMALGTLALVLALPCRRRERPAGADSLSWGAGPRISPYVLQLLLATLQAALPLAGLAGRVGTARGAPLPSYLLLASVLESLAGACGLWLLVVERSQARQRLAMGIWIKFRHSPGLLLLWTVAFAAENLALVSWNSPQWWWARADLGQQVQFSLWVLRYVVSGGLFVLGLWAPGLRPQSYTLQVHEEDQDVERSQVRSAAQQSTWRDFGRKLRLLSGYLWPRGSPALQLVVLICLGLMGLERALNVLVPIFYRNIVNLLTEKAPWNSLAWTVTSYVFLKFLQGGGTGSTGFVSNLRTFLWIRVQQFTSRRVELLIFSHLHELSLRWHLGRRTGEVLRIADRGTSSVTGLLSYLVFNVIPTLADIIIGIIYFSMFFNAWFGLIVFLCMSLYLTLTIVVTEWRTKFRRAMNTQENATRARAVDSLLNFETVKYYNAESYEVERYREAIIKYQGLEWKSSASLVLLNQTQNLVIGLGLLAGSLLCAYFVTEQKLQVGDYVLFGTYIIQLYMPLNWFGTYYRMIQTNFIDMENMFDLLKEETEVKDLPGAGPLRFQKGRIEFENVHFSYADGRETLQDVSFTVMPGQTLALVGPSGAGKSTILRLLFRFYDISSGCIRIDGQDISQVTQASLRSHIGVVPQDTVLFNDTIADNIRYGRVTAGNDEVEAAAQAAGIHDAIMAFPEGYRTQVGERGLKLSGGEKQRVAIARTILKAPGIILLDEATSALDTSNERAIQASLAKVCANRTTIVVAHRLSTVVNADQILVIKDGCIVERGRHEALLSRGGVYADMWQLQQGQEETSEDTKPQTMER
# m5-HT2A agonist = activates the mouse 5-HT2A serotonin receptor | actives 0.66% (n = 360,000) | P35363 | activation, % at 7.6 µM | AID 624169 | CHO-K1 mHTR2A beta-arrestin complementation, luminescence; percent of 30 µM serotonin response;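 active means activation above a run cutoff, the mean activation of all tested compounds plus 3 SD, cut at about 14% in these data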;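 further: 0% = plate median of compound wells and 100% = 30 µM serotonin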
# Glyco luc inh = blocks N-linked glycosylation in D54 reporter cells; reporter increase, % at 12.5 µM; D54 ERlucT glycosylation luciferase reporter, 24 h; percent of 100 nM tunicamycin response; actives 0.23% (n = 360,000);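 active means mean luciferase reporter signal, scaled so untreated is 0 and the glycosylation-blocking control 100, at or above a set limit in every replicate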;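 further: luciferase carries N-glycosylation sites so blocking glycosylation raises the light; 0% = median of neutral control wells and 100% = median of 100 nM tunicamycin wells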
# CaV13 ICDI inh = Primary screen for inhibitors of IQ motif and Ca2+-dependent inactivation inhibitor domain binding in CACNA1D, Förster resonance energy transfer in living cells, … | actives 0.098% (n = 340,000) | HEK cells, CFP/YFP FRET ICDI-IQ, plate reader, 10 min; percent FRET-ratio fall versus neutral wells | inhibition, % at 12.3 µM;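 active means mean replicate inhibition of at least 30% and at least 1% of replicates passing that level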;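 further: 0% = median of the neutral control wells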
# MC4R ag barr = activates human MC4R beta-arrestin recruitment; U2OS MC4R beta-arrestin complementation, luminescence; percent of melanotan II response, DMSO zero; activation, % at 8.9 µM; actives 0.98% (n = 360,000); AID 540308;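 active means activation above a per-plate cutoff, the mean activation of sample wells on that plate plus 3 SD, cut at about 8% in these data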
# Cardio protect = protects H9c2 cardiomyocytes from peroxide injury; H2O2 injury protection, ATPLite, 2 h; protection from H2O2 cell death, % at 20 µM; actives 0.63% (n = 360,000); AID 588492;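 active means compounds giving at least 50% protection of heart cells from peroxide-induced death in the single-dose screen, raw or plate-pattern-corrected value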;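 further: 0% = DMSO wells with peroxide and 100% = DMSO wells without peroxide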
# Vif imaging = HIV Vif inhibition; HEK293T cells, Vif self-association by quenched fluorescence, imaging, 24 h; inhibition, % at 7.49 µM; actives 0.35% (n = 340,000); AID 602346; in the data active means inhibition above about 50%, passing the limit was not always enough; further: some results filed as inactive read as strong as hits
# MC4R antag cAMP = blocks human MC4R cAMP signaling | P32245 | MC4R-expressing cells, MTII-stimulated cAMP, LANCE TR-FRET | inhibition, % at 6.5 µM | actives 0.48% (n = 360,000) | AID 540295;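 active means inhibition above its plate's cutoff, the mean of tested wells on that plate plus 3 SD, cut at about 29% in these data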;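 further: 0% = Melanotan II alone and 100% = Melanotan II plus saturating MCL0020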
#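 material = U2OS cells stably expressing human melanocortin 4 receptor (MC4R) | also added = Melanotan II challenge | dosing = single nominal compound dose of 6.5 µM | detection = TR-FRET with Eu-cAMP and labeled anti-cAMP, 671 nm | replication = singlicate | timing = compound 30 min, challenge 1 h, detection 1 h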
# PDI turbidity = inhibitors of human protein disulfide isomerase. PDI insulin aggregation turbidity, A650, 90 min. inhibition, % at 10 µM. AID 588391. actives 0.052% (n = 350,000);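 active means mean inhibition across replicates of 30% or more, whatever share of single replicates reach that level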;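 further: absorbance from insulin aggregation driven by PDI reduction with DTT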
# Starred values were filed as active, the others as inactive; . = no result given. Not a hit list; about 3.6% have a hit in one of these screens.
SMILES,aDG glyco act,ABCB6 inh 2,m5-HT2A agonist,Glyco luc inh,CaV13 ICDI inh,MC4R ag barr,Cardio protect,Vif imaging,MC4R antag cAMP,PDI turbidity
CCCCCn1c2nc3ccccc3nc2c2c(=O)n(CC(C)C)cnc21,-0.1,100.0,1.8,0.5,.,-1.0,7.8,11.6,2.8,-6.7
CCCNC(=O)CN(C)CC(=O)Nc1ccccc1C#N,-0.3,101.0,-3.6,-1.2,3.1,-3.4,-3.3,-1.1,22.3,-5.4
Cc1ccccc1C(=O)Nc1cccc(NC(=O)c2ccc(F)cc2)c1,0.2,102.0,-4.2,-0.5,-19.0,0.1,-2.2,-1.9,6.3,5.3
COc1ccc(N2CCN(C(=O)C3CCN(S(=O)(=O)c4ccccc4)CC3)CC2)cc1,-0.1,101.0,0.2,-3.3,-4.5,-1.3,4.8,-0.6,1.3,4.5
C=CCNC(=S)N1CCN(Cc2ccccc2)CC1,0.8,101.0,1.6,1.3,1.9,-0.1,-3.6,-3.8,22.6,0.9
CS(=O)(=O)N(CC(=O)N1CCN(Cc2ccccc2)CC1)c1ccc2c(c1)OCCO2,-0.2,93.0,2.5,-1.0,-6.4,0.1,-2.0,-7.1,-0.9,8.8
CCCCOc1cccc(C(=O)Nc2ccc(N3CCN(CC)CC3)cc2)c1,6.4,92.0,2.0,-1.0,.,-0.1,-1.6,25.6,2.0,10.7
CCN(CC)S(=O)(=O)c1cccc(C(=O)N2CCCCC2)c1,-0.1,107.0,1.7,1.9,-6.2,-1.3,2.6,-31.7,3.7,-0.4
Cc1ccc2c(CN(Cc3ccccc3)Cc3ccccc3)cc(=O)oc2c1,0.0,99.0,0.0,-6.0,-5.0,.,-8.7,.,.,.
Cc1nnc(NC(=O)c2nc(S(=O)(=O)Cc3ccccc3C)ncc2Cl)s1,-0.4,108.0,0.8,4.5,-5.6,1.8,-17.0,-17.0,21.8,3.8
Cc1cc(=O)oc2cc(OCC3CC(c4ccccc4)=NO3)ccc12 (configuration not stated),0.0,101.0,-2.9,22.6,-6.2,-3.0,2.2,.,12.8,-11.2
COc1ccc(CNC(=O)CCC(=O)N2CCN(S(=O)(=O)c3ccc(Cl)cc3)CC2)cc1,0.3,99.0,-0.2,1.2,-7.4,-1.1,-0.6,-0.2,5.7,3.6
Cn1cc(Br)c(C(=O)NC2C3CC4CC(C3)CC2C4)n1 (configuration not stated),-0.4,95.0,3.9,-3.8,-4.0,-1.4,-1.7,-3.1,-0.3,2.4
CCc1nnc(NC(=O)c2ccc3c(=O)n4c(nc3c2)CCC4)s1,0.0,96.0,3.9,-0.5,-7.1,-0.2,-7.6,.,12.0,1.0
Cn1c(=O)c(=O)n(C)c2cc(N3CCCCC3)c(NS(=O)(=O)c3ccc(Br)cc3)cc21,0.0,100.0,-6.5,2.5,-1.9,-1.6,3.5,-1.5,5.3,10.5
Cc1cc(C)nc(-n2nc(C)cc2NC(=O)CNCc2ccccc2)n1,0.0,85.0,9.4,2.3,.,-0.4,4.2,14.7,-0.1,-21.9
CCN1C(=O)[C@H]2[C@@H](c3ccc(-c4cccc(Cl)c4)cc3)N[C@@](Cc3ccccc3)(C(=O)OC)[C@H]2C1=O,0.4,93.0,-6.9,-3.0,-11.3,-1.3,0.1,1.6,2.5,3.5
Cn1c(Cn2nnc3ccccc32)nnc1SCC(=O)Nc1ccc2c(c1)OCO2,-0.1,96.0,1.4,-0.5,-8.0,-1.2,-1.2,7.7,3.8,0.3
Cc1ccc(Cl)cc1NC(=O)c1ccccn1,0.1,101.0,2.9,-0.6,2.8,-2.8,-0.5,0.0,6.0,-1.1
CC(C)(C)c1ccc(CC(=O)N2CCC2(C)C(=O)NS(=O)(=O)c2ccc(Cl)s2)cc1 (configuration not stated),-0.2,94.0,-2.6,0.7,-4.8,-1.5,-2.8,-0.8,4.7,-4.9
CCOc1ccc(NC(=O)c2sc(NC(C)=O)c(C(=O)OC)c2C)cc1,0.3,100.0,-2.2,1.7,-4.3,-0.8,1.6,1.7,1.2,-5.2
CC(=O)c1ccc(NC(=O)CSc2nc(N3CCOCC3)nc(N3CCOCC3)n2)cc1,-0.2,103.0,3.3,.,-3.4,-0.7,2.0,.,0.4,15.7
CN1C(=O)CSc2ccc(NC(=O)N3CCc4ccccc43)cc21,0.1,103.0,-3.8,-3.7,-9.7,1.9,25.6,-6.6,12.5,-9.0
COCCN1C=C2C(=O)C(C)(OC(=O)C3CCCC3)C(=O)C(c3ccccc3)=C2C=C1CCCC(=O)OC (configuration not stated),0.3,98.0,2.7,1.1,-7.2,-1.0,-13.0,-3.4,6.8,-0.7
Cn1c(=O)c2c(ncn2CC(=O)N/N=C/c2cn[nH]c2-c2ccc(F)cc2)n(C)c1=O,-0.1,93.0,0.8,2.6,-2.5,-3.2,-6.2,-3.7,3.9,5.8
SMILES,aDG glyco act,ABCB6 inh 2,m5-HT2A agonist,Glyco luc inh,CaV13 ICDI inh,MC4R ag barr,Cardio protect,Vif imaging,MC4R antag cAMP,PDI turbidity
Cc1nc(SCC(=O)N2CCCc3ccccc32)c2oc3ccccc3c2n1,0.2,95.0,0.1,-0.3,-9.0,-0.5,-1.3,0.5,-20.7,-4.5
O=C(CN1CCN(c2ccccn2)CC1)N1CCc2ccccc21,-0.1,99.0,-4.8,3.5,-4.7,-0.5,14.6,17.0,0.6,-15.4
CCC(c1nnc(SCC(=O)N(C)c2ccccc2)n1Cc1ccccc1)N(C)C (configuration not stated),-0.1,97.0,0.1,-0.6,-6.7,-3.3,-4.0,-6.8,-2.3,-1.1
COc1ccc(-n2c(O)c(/C=N/n3cnnc3)c3ccccc3c2=O)cc1,0.1,99.0,3.3,1.2,-7.0,-0.6,13.5,-23.4,7.4,12.6
O=C(O)CC1C(=O)NCCN1CCCc1ccccc1 (configuration not stated),-0.2,98.0,1.1,1.3,-5.6,1.7,3.1,6.8,10.7,-2.2
Oc1cc(NCc2ccc(Cl)cc2)cc2cccnc12,1.0,92.0,-8.5,22.8,-10.9,0.2,-16.4,13.7,6.2,-5.7
CN(C)C1(CNCC(O)c2ccccc2)CCCCC1 (configuration not stated),0.0,99.0,3.5,3.2,-3.5,-1.0,2.5,-8.1,1.0,3.4
CCNC(=O)C1(C)CCCN(Cc2ccccc2-c2ccccc2)C1 (configuration not stated),0.1,89.0,-0.8,0.2,-11.8,-1.4,-1.2,-5.5,0.2,-3.8
COc1ccccc1OCC(=O)Nc1ccc(S(=O)(=O)N2CCCC2)cc1,-0.1,94.0,-1.7,-1.6,-2.9,-1.3,9.7,76.0*,4.2,7.7
O=S(=O)(/C=C/c1ccccc1)NC1CCCCCC1,0.4,93.0,-0.8,-0.8,-5.1,-2.0,-9.1,-2.5,-4.2,8.3
CN1CCN(C2CC(=O)N(c3ccc4c(c3)OCCO4)C2=O)CC1 (configuration not stated),0.8,84.0,-0.7,0.9,-5.5,-0.8,0.5,.,4.1,1.2
CN(Cc1ccccc1)C(=O)c1[nH]cnc1C(=O)NCc1ccccc1,-0.1,100.0,2.0,-0.1,-1.4,0.1,1.5,0.2,1.0,6.0
Cc1c(C(=O)N/N=C/c2ccccc2)sc(=S)n1C,0.1,99.0,-5.6,1.6,.,0.7,1.0,.,12.9,-7.9
Cc1ccc(Sc2c(C(=O)Nc3ccc(F)cc3F)c(C(F)(F)F)nn2C)cc1,1.8,91.0,-4.8,-4.1,-4.0,1.2,-2.1,0.7,0.1,3.3
C/C(=N/Nc1ccc(F)cc1)c1ccc(Cl)s1,-0.1,96.0,2.7,-0.3,-17.2,-3.0,-4.8,.,13.0,-12.9
Cc1cc(NC(=O)CS(=O)(=O)c2cn(Cc3cccc(F)c3)c3ccccc23)no1,-0.1,93.0,-3.9,-4.8,-4.6,-0.3,-7.3,-3.9,5.6,-2.8
Cc1ccc(CS(=O)(=O)CCC(=O)NCCCN2CCCC2=O)cc1,0.1,97.0,0.2,1.1,.,-1.0,-5.1,0.7,-1.8,7.8
CCOC(=O)c1ccc(-n2c(CN3CCOCC3)nc3ccc([N+](=O)[O-])cc3c2=O)cc1,0.0,114.0,-4.5,6.2,2.1,1.2,5.7,-2.0,15.2,-0.6
Cc1ccc(S(=O)(=O)NC(=O)C2(C)CCN2C(=O)Cc2ccc(Cl)cc2Cl)nc1 (configuration not stated),0.0,98.0,2.0,-0.2,-6.3,0.5,-1.4,.,4.6,-4.8
Cc1ccc(-c2cc(C(=O)N3CCc4ccccc4C3)no2)cc1,0.1,108.0,0.6,1.0,-2.7,-0.3,-0.7,-2.7,12.7,4.4
COc1cn(-c2ccccc2)nc1C(=O)Nc1ccc(C)cc1Cl,0.1,96.0,1.4,3.2,-7.1,7.2,-2.2,4.0,3.8,1.0
Cc1ccc(/C=C2/SC(=S)N(CCCC(=O)Nc3cc([N+](=O)[O-])ccc3O)C2=O)cc1,-0.4,95.0,0.4,-4.5,.,-0.4,-9.9,-5.8,2.4,-18.0
O=C(CC1C(=O)NCCN1Cc1cccc(Oc2ccccc2)c1)NCCn1cccn1 (configuration not stated),0.7,98.0,3.8,1.3,4.8,-2.2,4.7,9.6,2.2,-4.0
CCCCc1ccc(NC(=O)C2CCCO2)cc1 (configuration not stated),0.2,115.0,0.7,-5.0,.,-0.7,-9.0,5.1,2.3,13.8
COc1cccc(-c2nnn(CC(=O)Nc3cc(OC)c(NC(=O)c4ccco4)cc3OC)n2)c1,-0.2,77.0,-1.7,-1.1,-4.3,-1.9,-8.3,.,-2.3,2.5
SMILES,aDG glyco act,ABCB6 inh 2,m5-HT2A agonist,Glyco luc inh,CaV13 ICDI inh,MC4R ag barr,Cardio protect,Vif imaging,MC4R antag cAMP,PDI turbidity
COC(=O)N/N=C1\CCCc2c(C)cc(C)cc21,0.4,92.0,-2.4,2.1,-4.3,-3.7,-9.7,-0.3,-1.6,-6.9
CCc1ccccc1N(CC(=O)Nc1cccc(N(C)S(C)(=O)=O)c1)S(C)(=O)=O,0.0,78.0,-3.1,-1.8,.,-1.6,14.1,2.6,-1.2,-7.3
C[C@@H](C(=O)Nc1ccc2ccccc2c1)[C@H]1C[C@]1(C)[C@H](NC(=O)c1cnccn1)c1ccccc1,0.0,98.0,-6.9,-6.9,-9.9,-2.7,-1.2,.,6.3,-6.3
COc1ccc(C(=O)N(CCc2ccccc2)Cc2ccccc2)c(OC)n1,0.4,98.0,-4.6,-4.3,-3.8,-1.6,8.6,-0.4,3.3,-4.5
C/C(=N/n1cnnc1)c1cccnc1,0.0,97.0,-0.4,1.0,-5.7,0.3,0.1,0.8,-1.9,13.9
CCCCCCN1CCN(C2CN(Cc3cn(Cc4cccc(Cl)c4)nn3)S(=O)(=O)C2)CC1 (configuration not stated),0.0,97.0,2.2,.,-6.1,.,.,.,.,.
CC(Oc1ccc(Cl)cc1Cl)C(=O)NC1=NN(c2ccccc2)C(=O)C1 (configuration not stated),0.0,103.0,-2.0,-1.5,-2.1,4.0,-11.9,1.0,5.2,11.7
